Source: PubChem BioAssay (Sanford-Burnham Center for Chemical Genomics)
tim10-1 inh: growth inhibitors of tim10-1 mutant yeast | inhibition, % at 20 µM | S. cerevisiae tim10-1 ts strain growth, BacTiter-Glo, 24 h | hit rate 2.2% among 330,000 | AID 463190;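 active = inhibition of at least 40%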;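 note: mutant grown at 25 °C; 0% = DMSO wells with yeast and 100% = wells holding no yeast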
APJ antagonist: blocks the human apelin receptor APJ; CHO-K1 APJ beta-arrestin complementation, luminescence; inhibition, % at 20 µM; hit rate 0.32% among 330,000; P35414;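 active = inhibition above about 40% at 20 µM, limit read from the data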;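 note: cells challenged with 10 nM apelin-13 agonist together with compound; plate controls were apelin-13 plus DMSO wells for no effect and DMSO wells lacking apelin-13 for full effect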
Target sequence (P35414 whole entry, looked up): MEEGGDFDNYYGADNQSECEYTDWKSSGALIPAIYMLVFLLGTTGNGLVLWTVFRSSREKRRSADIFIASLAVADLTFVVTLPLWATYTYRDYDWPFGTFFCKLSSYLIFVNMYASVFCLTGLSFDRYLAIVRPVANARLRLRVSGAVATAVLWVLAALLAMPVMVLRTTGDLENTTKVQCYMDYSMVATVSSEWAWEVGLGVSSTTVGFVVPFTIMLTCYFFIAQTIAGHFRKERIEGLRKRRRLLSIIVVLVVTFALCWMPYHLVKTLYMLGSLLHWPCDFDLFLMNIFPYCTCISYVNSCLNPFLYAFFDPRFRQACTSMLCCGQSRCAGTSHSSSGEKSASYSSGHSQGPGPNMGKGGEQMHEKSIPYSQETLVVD
APJ agonist: APJ receptor agonism | P35414 | CHO-K1 APJ PathHunter beta-arrestin, luminescence; 0% DMSO wells, 100% apelin | activation, % at 20 µM | hit rate 0.11% among 330,000;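 active = activation more than six SD over the plate average, tested at 20 µM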;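 note: 0% = DMSO alone and 100% = apelin-13 at 10 nM; some results filed as inactive read as strong as hits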
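Test system: CHO-K1 APJ beta-arrestin complementation cell line | Compound: Single test compound dose, 20 µM final, 1% DMSO | Incubation: Compound 90 min 25 °C, reagent 1 h | Measured by: beta-gal luminescence | Read-out basis: APJ–arrestin association signal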
UPR CHOP act: apoptotic UPR (CHOP) activation. CHO-CHOP luciferase reporter, luminescence; percent of tunicamycin response over DMSO baseline. activation, % at 10 µM. hit rate 0.34% among 330,000. AID 449763;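 active = at 10 µM dose, activation of 40% or more, normalized to positive control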;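 note: 100% = tunicamycin at 10 µg/mL and 0% = DMSO alone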
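Assay system: CHO-CHOP cells, stable luciferase reporter of PERK-eIF2a-CHOP signalling / Buffer or medium: F12 plus 10% serum / Compound dosing: one dose, 10 µM in 0.5% DMSO / Times: 6 h compound treatment, 37 °C / Technique: luciferase luminescence / Read-out: % reporter activation, DMSO baseline versus tunicamycin full activation / Benchmarks: tunicamycin and DMSO controls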
CXCR6 block: CXCR6 (human) receptor inhibition; CHO-K1 PathHunter CXCR6 beta-arrestin, luminescence; inhibition, % at 20 µM; hit rate 0.36% among 360,000; AID 602244; in the data active = inhibition above about 34%, passing the limit was not always enough;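 note: antagonist mode with CXCL16 agonist at 10 nM final; 0% = 10 nM CXCL16 with DMSO and 100% = unstimulated wells without agonist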
Target sequence (O00574 whole entry, looked up): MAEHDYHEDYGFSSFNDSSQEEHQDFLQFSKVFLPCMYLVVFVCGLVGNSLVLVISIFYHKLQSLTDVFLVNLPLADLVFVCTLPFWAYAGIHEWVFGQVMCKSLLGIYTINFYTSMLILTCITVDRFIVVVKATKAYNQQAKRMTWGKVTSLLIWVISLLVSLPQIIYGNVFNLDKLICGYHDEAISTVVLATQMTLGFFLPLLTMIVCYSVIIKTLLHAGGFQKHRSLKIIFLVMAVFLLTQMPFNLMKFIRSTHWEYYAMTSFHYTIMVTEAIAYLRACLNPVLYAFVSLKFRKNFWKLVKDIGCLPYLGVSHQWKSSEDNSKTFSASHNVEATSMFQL
UPR XBP1 act: activators of adaptive arm of unfolded protein response (XBP1). hit rate 0.33% among 330,000. AID 463104. CHO-XBP1 luciferase reporter, IRE1-XBP1 UPR activation, luminescence; percent of tunicamycin response, DMSO as zero. activation, % at 20 µM;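 active = versus positive control, 20 µM dose yields 30% or more activation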;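 note: 100% = tunicamycin at 10 µg/mL and 0% = DMSO only wells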
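Assay system: CHO-XBP1 luciferase reporter cells; Schedule: 6 h treatment, 37 °C; Detection: glow luminescence from Steady-Glo reagent; Benchmarks: high control tunicamycin 10 µg/mL final, low control DMSO vehicle only.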
TIM10 inh: growth inhibitors of TIM10 yeast strain | S. cerevisiae TIM10 strain growth, BacTiter-Glo luminescence, 24 h | hit rate 1.4% among 330,000 | inhibition, % at 10 µM;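 active = inhibition of 40% or more at the single tested concentration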;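 note: wild-type TIM10 isogenic control strain grown at permissive 25 °C; 0% = DMSO yeast wells and 100% = minimal medium wells without yeast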
tim23-1 inh: inhibits growth of tim23-1 mutant yeast | S. cerevisiae tim23-1 growth, BacTiter-Glo luminescence, 24 h | inhibition, % at 20 µM | hit rate 1.3% among 330,000;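 active = growth inhibition of the mutant yeast at or above 50%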;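 note: temperature-sensitive mutant grown at 25 °C; plate controls were DMSO-treated mutant yeast for no effect and medium wells lacking yeast for full effect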
Mdm2-MdmX inh: disrupts the human Mdm2-MdmX interaction; hit rate 3% among 330,000; AID 485346; inhibition, % at 8 µM; SaOS-2 split-luciferase Mdm2/MdmX complementation, luminescence;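 active = inhibition of at least 50% at 8 µM in the primary screen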
An asterisk follows results filed as active; · = no result given. A portion of the library, so the mix of outcomes need not match the whole.

Results follow in this order: tim10-1 inh, APJ antagonist, APJ agonist, UPR CHOP act, CXCR6 block, UPR XBP1 act, TIM10 inh, tim23-1 inh, Mdm2-MdmX inh
1) O=c1c(-c2c(O)cc(O)c3c(=O)cc(-c4ccc(O)cc4)oc23)c(-c2ccc(O)cc2)oc2cc(O)cc(O)c12
→ 20, 6, -3, 0.6, -2, 0, -11, 16, -12
2) Cc1ccccc1CN(CC1CCC(C(=O)O)CC1)C(=S)Nc1ccccc1F (configuration not stated)
→ 7, 8, -4, -1.2, -1, -1, -3, 4, 19
3) O=S(=O)(Nc1ccc(O)c(Sc2nc3ccccc3s2)c1)c1ccc(F)cc1
→ 18, -20, 0, -1.5, -17, -7, 9, 29, 13
4) O=C(Cn1nc(-c2ccccc2)ccc1=O)NCc1ccc(F)cc1
→ -10, -26, -2, -1.3, 2, 2, -17, 23, -4
5) COc1ccc(NC(=O)c2cc3c(=O)n4ccccc4nc3n2C)c(OC)c1
→ 18, 13, -1, 0.8, 4, -1, -3, -3, 4
6) Cc1ccc(Sc2c([N+](=O)[O-])c(=O)n(C)c3ccccc23)cc1
→ 12, 26, 1, 101*, 37, 1, 15, 20, 51*
7) Cc1ccc(Cn2c(SCCN3CCCCC3)nc3c2c(=O)[nH]c(=O)n3C)cc1
→ -11, 20, -7, 0.5, 2, 0, -11, -10, 9
8) COc1ccc(CNc2ncc(-c3ccccc3)n2C)c2ccccc12
→ -2, 9, -7, -0.8, 10, 2, -1, 10, 38
9) O=C(COc1ccc(S(=O)(=O)N2CCCC2)cc1)NCc1cccnc1
→ -8, 16, 0, 3.0, 8, -3, 7, -2, 13
10) Nc1ccc(N2CCOCC2)c(Cl)c1
→ 3, -5, 5, 1.6, -4, 0, -6, 13, 12
11) CCNC(=S)NNC(=O)Cn1c(=O)c2c(ncn2CCOC)n(Cc2ccccc2)c1=O
→ -9, 4, 1, 2.5, -5, -1, 3, 6, 4
12) CCCc1nnc(SCC(=O)Nc2ccc3c(c2)OCCO3)n1CCOC
→ -4, -24, -3, 1.0, -10, 2, -6, 12, 20
13) CC1CCN(C(=O)C2CCN(CCCc3ccccc3)CC2)CC1
→ -8, 8, -2, 1.1, ·, -5, -11, 5, 23
14) CSc1ccc(S(=O)(=O)NCC(=O)OCC(=O)NCC2CCCO2)cc1[N+](=O)[O-] (configuration not stated)
→ 6, 4, 3, -0.5, 2, -1, -4, 3, 34
15) Cc1nn(Cc2ccccc2Cl)c(Cl)c1/C=C/C(=O)OCC(=O)NC(N)=O
→ 2, -2, -2, -0.4, 3, -1, -6, -6, 6
16) C=CCn1c(CNC(=O)c2ccccc2F)nnc1SCC(=O)N1CCOCC1
→ 1, -2, -3, -0.6, 1, -4, -4, 1, -5
17) O=C(Nc1cccc2ccccc12)/C(Cl)=C/c1ccccc1
→ 28, -17, -4, 3.8, -5, 4, 13, 39, 3
18) C=CCN1C(=O)C(O)(CC(=O)c2ccccc2)c2ccccc21 (configuration not stated)
→ 10, -2, -1, 0.3, -4, -3, -3, 18, 14
19) COc1cccc2c(=O)n(CC(=O)Nc3ccccc3F)ccc12
→ 3, -1, 4, 0.3, -6, -1, 10, 12, -6
20) CN1CCN(S(=O)(=O)c2ccc(Sc3nnc(-c4cccs4)n3-c3ccccc3)nc2)CC1
→ 7, -6, -1, -1.7, -2, -1, 9, 1, 18
21) O=C(O)CCn1nc(-c2ccc(F)cc2)cc(Cc2ccccc2)c1=O
→ 7, 6, -2, -0.9, 0, -3, 3, 9, 4
22) Cc1cc(C)c(C#N)c(SCS(=O)c2ccc(C(C)(C)C)cc2)n1 (configuration not stated)
→ 30, 12, -1, 2.4, -1, 6, 39, 47, 26
23) CCN1CCN(CC(=O)Nc2cc(F)ccc2C)CC1
→ 0, 0, -1, -0.3, 6, -2, 14, 40, -22
24) Cc1nc(NC(=O)CSc2nnc(C3CC3)n2C)sc1C(=O)N(C)C
→ 6, 6, -5, -0.9, -8, -1, 5, 14, -2
25) COc1cc(NC(=O)c2cc(-c3ccccc3Cl)on2)cc(OC)c1OC
→ 45*, 13, -2, 0.9, 3, 0, 13, 40, 65*
26) CCC(C)n1cnc2c(c1=O)c1nc3ccccc3nc1n2-c1ccc2c(c1)OCCO2 (configuration not stated)
→ 4, 18, -3, -0.8, 5, -2, 11, 13, 12
27) COc1cc(NC(=O)c2cccc(C)c2)c(OC)cc1NC(=O)CN1CCCCC1
→ 22, -7, -1, 1.8, 8, -3, 6, 20, 26
28) COc1ccc(C(NC(=O)CN2CCCCCC2)c2ccc(OC)cc2)cc1
→ 23, -11, 0, -0.7, 8, -5, -7, 23, 2
29) COc1cccc(NC(=S)NCc2ccc(F)cc2)c1
→ 18, 3, -2, 1.1, -1, -5, 16, 32, -4
30) COc1ccc(OCCOC(=O)CNC(=O)c2cccc(C)c2)cc1
→ 12, -15, -2, 0.1, 9, -5, 5, -6, -11
31) COc1ccccc1NC(=O)N1CCCC1C(=O)NCC1CCCO1 (configuration not stated)
→ 8, 6, -3, 1.8, 7, 0, -5, 9, 3
32) CC(C)c1nnc2n1N=C(c1ccc(Cl)cc1)CS2
→ 14, -8, -1, 0.3, 3, 1, -1, 36, 24
33) CCNC(=S)NNC(=O)c1csc(CC)c1
→ 7, 19, 1, 3.0, 4, 1, 1, 2, 14
34) COc1ccccc1NC(=O)CSc1nnc(Cc2cccs2)n1C
→ 4, 8, -1, -1.2, 0, -2, -5, 4, 0
35) O=C1S/C(=C\c2ccc(N3CCOCC3)o2)C(=O)N1Cc1ccc(F)cc1
→ 33, 23, -5, 1.1, 13, 3, 19, 17, 35
36) CCOC(=O)c1c(O)c2ccccc2n(C)c1=O
→ -25, 6, -2, -0.5, -3, -2, -14, -12, 23
37) COc1ccc(-c2ccnc(SCC(=O)c3ccc(OC)c(OC)c3)n2)cc1
→ 13, 2, 2, 1.1, -1, 2, 9, 14, 29
38) O=C(O)CSCc1cnn(-c2ccccc2)c1-n1cccc1
→ 6, -5, -3, -0.1, 3, -3, -5, 9, -3
39) O=C(NC1CCCCNC1=O)c1ccccc1 (configuration not stated)
→ -3, 6, -2, -1.6, -3, -3, 2, -7, 28
40) COc1ccccc1C(=O)NC(=S)Nc1cccc2cc(O)ccc12
→ 33, 5, -4, 3.2, 23, 1, 19, 54*, 13
41) CCOc1cc(NC(=O)CCl)c(OCC)cc1NC(C)=O
→ 3, 0, -3, 0.2, -5, 0, 4, 10, 26
42) CCc1ccccc1NC(=O)CN(C)C(=O)COC(=O)c1cccnc1Cl
→ -2, -5, 2, -0.1, -2, 0, 4, 7, -20
43) CC(C)C[C@H](NC(=O)c1[nH]cnc1C(=O)N[C@@H](C)C(=O)OC(C)(C)C)C(=O)OCc1ccccc1
→ 23, 9, 5, 0.9, 2, -3, 30, 29, 28
44) CC(C)C1Oc2ccccc2N(CC(=O)N2CCOCC2)C1=O (configuration not stated)
→ -17, 10, -1, -0.5, 2, 5, 14, 2, 3
45) CCN(CC)CCC(C)OC(c1ccccc1)c1ccccc1 (configuration not stated)
→ -9, -1, -4, 1.9, -1, 3, 6, 13, 2
46) CCN(c1ccccc1)S(=O)(=O)c1ccc(C(=O)Nc2nnc(COC)o2)cc1
→ -4, 12, -1, 0.7, 3, -4, -9, -6, 23
47) O=C(NCCN1CCOCC1)C1CCCN(S(=O)(=O)c2ccc(F)cc2)C1 (configuration not stated)
→ 2, -12, 3, 2.1, -3, -2, -6, 1, 9
48) O=C(NC1CCCCCC1)c1c(O)c2ccccc2[nH]c1=O
→ -14, 18, -4, 7.4, -2, 6, -13, -30, -42
49) CCCCCn1c(=O)c(C(=O)OCC)c(Cl)c2ccccc21
→ 24, 10, 2, -1.2, 3, -2, 11, 31, 20
50) COc1ccc(CSC2=NCCN2)cc1Br
→ -1, 10, -2, 3.0, 6, -4, -2, 10, 25
51) CC1CCN(S(=O)(=O)c2cccc(S(=O)(=O)N3CCOCC3)c2)CC1
→ 30, 15, -1, 3.3, -2, -1, 6, 28, 0
52) CN1CCN(CCCC(=O)c2ccc(F)cc2)CC1
→ 7, 16, -2, 1.1, 7, 2, -3, 8, 12
53) O=C(COc1ccc(-c2nnc(N3CCCCC3)c3ccccc23)cc1)N1CCCCC1
→ 37, 3, 0, -0.7, -5, 0, 42*, 41, 14
54) COc1ccccc1CNCC(=O)Nc1ccccc1-n1cccc1
→ 0, 11, 1, -3.1, 2, -4, 8, 30, -4
55) Cc1cc(C)nc(/N=C(\N)Nc2cc([N+](=O)[O-])ccc2C)n1
→ 8, 5, -1, -0.7, -2, -1, -2, 2, 21
56) O=C(Nc1csc([N+](=O)[O-])c1)Nc1ccccc1Cl
→ 51*, 6, -2, 5.9, -5, 1, 54*, 66*, 16
57) Cc1cc(CSc2ccccc2)ccc1NC(=O)c1ccc(C)c([N+](=O)[O-])c1
→ 10, -2, 2, -1.8, 2, 1, -14, -3, 49
58) CC(=O)c1c(C)nc2ccc(Cl)cn12
→ 7, -5, -3, -0.1, -3, -1, 4, 16, 5
59) CCOC(=O)c1ccccc1NC(=O)COC(=O)CSC(C)C(=O)Nc1cc(C)on1 (configuration not stated)
→ 1, 5, -7, -0.3, 5, 5, 4, 17, 0
60) O=C(Nc1nccs1)c1ncc(Cl)c(Cl)c1Cl
→ -2, -1, -1, 4.8, 4, 1, 23, -2, -4
61) COc1ccc(NC(=O)NC2CCCc3ccccc32)cc1OC (configuration not stated)
→ 9, -19, 4, 1.5, -23, -4, 10, 14, 10

Rewritten with bars between the fields: part of the list above
nr | mol | tim10-1 inh | APJ antagonist | APJ agonist | UPR CHOP act | CXCR6 block | UPR XBP1 act | TIM10 inh | tim23-1 inh | Mdm2-MdmX inh
49 | CCCCCn1c(=O)c(C(=O)OCC)c(Cl)c2ccccc21 | 24 | 10 | 2 | -1.2 | 3 | -2 | 11 | 31 | 20
50 | COc1ccc(CSC2=NCCN2)cc1Br | -1 | 10 | -2 | 3.0 | 6 | -4 | -2 | 10 | 25
